Statin myotox sup – suppression of simvastatin myotoxicity; hit rate 0.78% among 330,000; C2C12 myotubes + simvastatin, ATP luminescence, 48 h; scaled: DMSO 0, geranylgeraniol control 100; rescue of ATP level, % at 7.49 µM; AID 602340;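 active = mean ATP rescue above about 67%, or every replicate alone reaching that limit, limit read from the data, passing the limit was not always enough; inconclusive = no clear call, values can overlap the other calls; inactive = mean under the limit and some replicate under it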;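 also: myotubes were challenged with 10 µM simvastatin during compound exposure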
PglD inh – blocks C. jejuni PglD acetyltransferase activity. inhibition, % at 12.5 µM. AID 602405. hit rate 0.098% among 360,000. purified PglD enzyme, DTNB colorimetric CoA detection; in the data active = inhibition above about 16%, passing the limit was not always enough; inconclusive = no clear call, values can overlap the other calls; also: strong numbers were not always called active
ERp5 block – inhibitors of human ERp5 | Q15084 | ERp5 insulin aggregation, absorbance 650 nm, 90 min | inhibition, % at 9.99 µM | hit rate 0.05% among 350,000 | AID 651711;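 active = mean replicate inhibition above about 25%, with every replicate also reaching it, limit read from the data, passing the limit was not always enough; inconclusive = only one of those two criteria met; inactive = neither criterion met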
Target sequence (Q15084 whole entry, looked up): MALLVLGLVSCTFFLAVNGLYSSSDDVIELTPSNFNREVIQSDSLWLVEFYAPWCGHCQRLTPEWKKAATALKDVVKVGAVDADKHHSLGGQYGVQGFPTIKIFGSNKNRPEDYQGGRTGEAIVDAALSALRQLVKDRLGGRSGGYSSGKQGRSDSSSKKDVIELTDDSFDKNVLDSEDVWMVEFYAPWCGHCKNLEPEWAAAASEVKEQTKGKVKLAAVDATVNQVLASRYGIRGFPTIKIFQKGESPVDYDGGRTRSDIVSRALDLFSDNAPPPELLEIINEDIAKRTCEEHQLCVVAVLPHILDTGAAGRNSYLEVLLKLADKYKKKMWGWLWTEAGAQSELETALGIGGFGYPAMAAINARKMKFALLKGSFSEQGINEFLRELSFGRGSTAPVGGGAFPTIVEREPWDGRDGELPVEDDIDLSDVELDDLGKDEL
DENV2 CPE rescue – DENV2-induced cell death inhibition. DENV2-infected cells, cytopathic effect rescue, plate reader. CPE inhibition, % at 9.99 µM. hit rate 1.7% among 350,000. AID 651640; in the data active = CPE inhibition above about 20%, passing the limit was not always enough; inconclusive = no clear call, values can overlap the other calls; tested in BHK-21 cells;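 also: 0% = median of neutral control wells and 100% = median of positive control wells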
E-sel inducer – induces E-selectin expression in human endothelial cells; P16581; HUVEC E-selectin immunofluorescence imaging; normalized: neutral wells 0, TNF-alpha wells 100; activation, % at 7.58 µM; hit rate 0.37% among 260,000; AID 686992;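 active = mean E-selectin-positive cell signal at least 10% of the positive control, reached in at least 60% of replicates, without over 20% cell loss; inconclusive = no rule given, readout overlaps actives, possibly toxicity-flagged; inactive = the rest, including those meeting only one limit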;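 also: in these data hits start at about 27%; measured in HUVEC primary endothelial cells; signal is the percent of cells scored E-selectin positive by PE staining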
Target sequence (P16581 whole entry, looked up): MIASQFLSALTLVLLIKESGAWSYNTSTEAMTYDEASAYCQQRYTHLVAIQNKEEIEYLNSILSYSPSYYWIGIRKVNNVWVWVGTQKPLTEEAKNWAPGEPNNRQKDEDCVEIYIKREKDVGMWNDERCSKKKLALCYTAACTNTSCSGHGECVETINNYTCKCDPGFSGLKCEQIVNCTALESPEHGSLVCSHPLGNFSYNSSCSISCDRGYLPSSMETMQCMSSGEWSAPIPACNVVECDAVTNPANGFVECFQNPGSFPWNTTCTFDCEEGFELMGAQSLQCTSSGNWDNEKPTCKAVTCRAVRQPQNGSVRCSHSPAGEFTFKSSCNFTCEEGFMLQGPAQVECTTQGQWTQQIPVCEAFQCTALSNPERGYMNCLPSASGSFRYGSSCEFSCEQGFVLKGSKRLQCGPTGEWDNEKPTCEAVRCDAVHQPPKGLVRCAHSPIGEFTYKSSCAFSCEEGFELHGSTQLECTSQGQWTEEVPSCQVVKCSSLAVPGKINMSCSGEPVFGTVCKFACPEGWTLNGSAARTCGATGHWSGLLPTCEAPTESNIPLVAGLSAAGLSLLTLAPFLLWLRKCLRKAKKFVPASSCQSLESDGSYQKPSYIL
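Read-out: % PE-positive cells | Test system: HUVEC | Doses: One compound dose added by pin transfer | Buffer or medium: EGM-2 over gelatin coat | Signal: Immunofluorescence imaging | Benchmarks: TNF-alpha, DMSO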
SIRT5 inh – blocks human SIRT5 desuccinylation of peptide; Q9NXA8; Purified SirT5, succinyl-peptide AMC, trypsin-coupled fluorescence; inhibition, % at 15 µM; hit rate 1.1% among 330,000; AID 652115; in the data active = inhibition above about 15%; inconclusive = no clear call, values can overlap the other calls
S100A4 inh HTS – blocks human S100A4 binding to myosin IIA peptide; P26447; S100A4/TAMRA-MyoIIA peptide fluorescence polarization; inhibition, % at 10.7 µM; hit rate 0.14% among 360,000; AID 652163;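 active = mean inhibition of at least 70% across replicates, with every replicate also reaching that level; inconclusive = mean inhibition reaches 70% but some replicates fall short; inactive = mean inhibition below 70%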
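Material: human S100A4 monomer with TAMRA-labelled myosin IIA peptide; buffer or medium: HEPES pH 7.2 with CaCl2, KCl, NaCl, DTT, Triton; compound dosing: one concentration per compound; schedule: 5 min incubation before reading; benchmarks: neutral control DMSO, positive control TFP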
* = called active by the depositor; ? = inconclusive; / = not tested or not shown. Some of the compounds tested (hit frequency here may not be typical).

SMILES | Statin myotox sup | PglD inh | ERp5 block | DENV2 CPE rescue | E-sel inducer | SIRT5 inh | S100A4 inh HTS
Cc1ccc(C(C(=O)NC2CCCC2)N(Cc2ccc(F)cc2)C(=O)c2snc(C(N)=O)c2N)o1 (stereo not drawn) | 15 | -8 | -1 | 0 | -0.1 | 3 | -7
CC(=O)NC(CC(=O)N(Cc1ccccc1)c1cccc(C)c1)c1ccccc1 (stereo not drawn) | 10 | -4 | -7 | 5 | -0.4 | 0 | -15
CN1C(=O)c2cc(NC(=O)Cc3ccccc3)ccc2OC[C@H]2O[C@H](CC(=O)NC3CCC3)CC[C@@H]21 | 8 | -2 | 12 | 0 | -0.1 | -5 | 1
N/C(=N\OC(=O)Cc1ccc([N+](=O)[O-])cc1)c1ccccn1 | / | / | 3 | 15 | 2.4 | 0 | 3
COc1ccc2c(c1)Cc1cc(NC(=O)c3ccccc3-c3ccccc3C(=O)O)ccc1-2 | 6 | -1 | 0 | -6 | 0.5 | 6 | 1
Cc1cc(SCC(=O)Nc2ccccc2)n2ncc(-c3ccccc3)c2n1 | / | / | 1 | -1 | 14 | 4 | 3
COc1ccccc1-c1ccc([C@@H]2[C@H](CO)N3CCCCN(Cc4ccncc4)C[C@@H]23)cc1 | -19 | -2 | 1 | -3 | 0.0 | -3 | 2
O=C(O)c1cc(O)c2c(c1)[C@@H]([C@H]1c3cc(C(=O)O)cc(O)c3C(=O)c3c(O[C@@H]4O[C@H](CO)[C@@H](O)[C@H](O)[C@H]4O)cccc31)c1cccc(OC3O[C@H](CO)[C@@H](O)[C@H](O)[C@H]3O)c1C2=O (stereo partly drawn) | 3 | 5 | 0 | 5 | -0.1 | 4 | -2
Cc1ccc2[nH]c3c(=O)n(Cc4ccco4)cnc3c2c1 | -3 | 6 | 9 | -3 | 8.9 | -6 | -6
COc1ccc(NC(=O)N[C@@H]2C=C[C@@H](CC(=O)NCc3ccccn3)O[C@@H]2CO)cc1 | -1 | 3 | 2 | 12 | -0.1 | 1 | 6
COc1ccccc1C1CCN(c2ccc(CO)cc2[N+](=O)[O-])CC1 | 2 | 4 | 3 | -2 | 0.0 | 1 | 4
Cc1noc(C)c1CSCC(=O)Nc1ccc(S(=O)(=O)C(F)F)cc1 | -27 | 0 | 4 | -3 | / | 0 | -1
OCC[C@H]1C[C@H](O)[C@@H](O)[C@]2(Cc3ccccc3CCO2)O1 | -7 | -2 | 10 | -5 | -0.1 | -2 | 2
CCCCC1CC2=C(C(=O)OC(C)(C)O2)C(c2cccc3ccccc23)O1 (stereo not drawn) | -3 | 2 | 3 | 17 | / | -2 | -5
C[C@@H]1CN([C@@H](C)CO)C(=O)Cc2cc(NS(=O)(=O)c3ccc(F)cc3)ccc2O[C@@H]1CN(C)Cc1ccccc1 | 7 | 4 | 16 | -2 | -7.3 | 4 | -4
CCS(=O)(=O)c1c([N+](=O)[O-])ncn1C | / | / | 5 | 0 | 0.2 | -1 | -3
C[C@H](CO)N1C[C@H](C)[C@H](CN(C)Cc2ccccc2)Oc2ccc(NC(=O)c3ccncc3)cc2C1=O | -10 | 1 | -4 | 4 | 0.0 | 1 | 3
COCC(=O)N1C[C@H]2[C@@H](c3ccccc31)[C@@H](CO)N2C(=O)C1CCCCC1 | 4 | 1 | -9 | 16 | 0.0 | -5 | 7
O=C(/C=C/c1ccccc1)OCCCCN=C1NS(=O)(=O)c2ccccc21 | / | / | -4 | -6 | / | -6 | 3
CN(c1ccccc1C(=O)Nc1ccc2c(c1)n(C)c(=O)n2C)S(C)(=O)=O | 0 | -5 | 14 | 3 | / | -1 | -2
O=C(/C=C/c1ccccc1)NCC1(c2ccccc2)CCOCC1 | -1 | 1 | -10 | 4 | 1.7 | -1 | -3
CNC(=O)/C(C#N)=C/c1c(N2CCN(c3cccc(Cl)c3)CC2)nc2c(C)cccn2c1=O | 7 | -2 | -2 | 1 | 0.4 | 2 | -1
CCOC(=O)C1CCCN(C(=S)Nc2ccc(S(=O)(=O)N3CCOCC3)cc2)C1 (stereo not drawn) | -1 | -2 | -2 | 5 | 0.9 | / | -5
C[C@H](CO)N1C[C@H](C)[C@@H](CN(C)Cc2ccncc2)Oc2c(NC(=O)c3cnccn3)cccc2C1=O | -21 | 2 | 2 | -5 | -3.3 | 3 | 5
COc1cccc(NC(=O)CN(C)CC(=O)c2c(C)[nH]c3ccccc23)c1 | 3 | 6 | 1 | -3 | / | -2 | -5
COc1ccc(N2CC(C(=O)Nc3nnc(SCC(=O)NC(C)(C)C)s3)CC2=O)cc1 (stereo not drawn) | / | / | 4 | 1 | -0.4 | 0 | -4
Cc1onc(-c2c(Cl)cccc2Cl)c1C(O)c1ccc(F)cc1 (stereo not drawn) | 7 | 5 | 1 | 0 | 0.3 | -1 | 2
Cc1nnc(SC(C)C(=O)Nc2ccc(Cl)cn2)n1Cc1ccccc1 (stereo not drawn) | 21 | -2 | 6 | ? | / | -5 | -3
Cc1cc(C)cc(N(CC(=O)NC2CCCC2)C(=O)C2(C)CC(=O)N=C3C=CC=CN32)c1 (stereo not drawn) | / | / | 9 | -7 | / | -7 | -5
COc1cc2c(cc1OC)CN(C(=O)[C@H]1[C@@H]3C(=O)O[C@@H](c4ccccc4)[C@@H](c4ccccc4)N3[C@@H](c3ccc(O)cc3)[C@]13C(=O)Nc1ccccc13)CC2 | / | 0 | 11 | -5 | / | 2 | 5
CCOC(=O)C1CCCN(C(=O)c2ccc(C)cc2O)C1 (stereo not drawn) | 3 | 4 | / | / | 0.5 | / | /
CC1CCCC(C)N1C(=O)COC(=O)C1CCN(S(=O)(=O)c2ccc3c(c2)OCCO3)CC1 (stereo not drawn) | 13 | -2 | 8 | -1 | -0.2 | -6 | -3
CC(Oc1ccc(F)cc1)c1ccnc2nc(/N=C/N(C)C)nn12 (stereo not drawn) | 4 | / | 2 | 10 | / | -2 | 0
CCOC(=O)c1c(-c2ccccc2)csc1NC(=O)/C(C#N)=C\c1ccc(O)c(OC)c1 | / | / | 3 | 1 | 1.2 | 0 | 0
CCN(C(=O)C1CCCN(c2nc(-c3ccc(OC)cc3)no2)C1)c1ccc(OC)cc1 (stereo not drawn) | 8 | -6 | 10 | -7 | / | / | 8
CCOC(=O)c1ccc[n+](CC(=O)c2ccc(OC)cc2)c1 | / | -19 | -3 | 3 | -1.4 | -1 | -12
CO[C@H]1CN(C)C(=O)c2cc(NC(=O)NC3CCCCC3)ccc2OC[C@H](C)N(CC2CC2)C[C@H]1C | -4 | -3 | 2 | -5 | -0.1 | 3 | 17
O=C(C1CCOCC1)N1CC(=O)N2[C@@H](CO)[C@@H](c3ccc(C#CC4CC4)cc3)[C@@H]2C1 | / | / | -3 | 17 | 0.0 | -2 | -4
CC(=O)c1c(C)[nH]c(C(=O)Nc2cccc(S(=O)(=O)N(C)C)c2)c1C | -16 | / | 5 | 4 | / | 0 | 7
O=C(C[C@@H]1C=C[C@H](NC(=O)Cc2cccnc2)[C@@H](CO)O1)Nc1ccccc1 | 2 | -1 | 0 | 0 | 0.2 | 0 | -5
Cc1ccc(NC(=O)Nc2nc3ccccc3s2)cc1NC(=O)Nc1nc2ccccc2s1 | -19 | -5 | 5 | 3 | 5.4 | -3 | -47
COc1ccc(NC(=O)Nc2ccc3c(c2)CC(=O)N([C@@H](C)CO)C[C@H](C)[C@@H](CN(C)Cc2ccc4c(c2)OCO4)O3)cc1 | 12 | 6 | 3 | 6 | 1.0 | 4 | 6
COc1ccc(NC(=O)N[C@@H]2CC[C@@H](CC(=O)NC3CCC3)O[C@@H]2CO)cc1 | 10 | 0 | 3 | -5 | -0.7 | 0 | 5
COc1ccc(C(CNC(=O)Nc2cccc(C)c2)N2CCN(C)CC2)cc1 (stereo not drawn) | 19 | 1 | 2 | 16 | / | -2 | 3
C[C@H]1CN([C@@H](C)CO)C(=O)Cc2cc(NS(=O)(=O)c3ccc(F)cc3)ccc2O[C@@H]1CN(C)Cc1ccc(Oc2ccccc2)cc1 | 6 | 2 | -8 | 0 | 1.3 | -4 | 13
C=C1C(=O)[C@]23C[C@H]1CC[C@H]2[C@]1(C)[C@@H](OC(C)=O)CC[C@@](C)(C(=O)O)[C@H]1C[C@@H]3OC(C)=O | 13 | 4 | 4 | 3 | -0.2 | -1 | 0
C[C@H]1CN([C@@H](C)CO)C(=O)c2ccccc2-c2ccccc2CO[C@@H]1CN(C)Cc1cccc(C(=O)O)c1 | -25 | 1 | -1 | -1 | -0.2 | 10 | -20
CCCOc1ccc(C(=O)N/N=C/c2c[nH]c3ccc(Br)cc23)cc1 | -8 | 4 | 2 | 13 | 0.9 | 0 | 0
N#C[C@@H]1[C@H](c2ccccc2-c2ccc(F)cc2)[C@H](CO)N1C(=O)NC1CCCCC1 | / | / | 1 | -11 | -0.1 | -1 | -2
O=C(O)CC1(CC(=O)Nc2ccc3ccccc3n2)CCCCC1 | 0 | 5 | 0 | -2 | / | 1 | -1
COc1ccc(OCC(=O)Nc2cc(NC(=O)c3ccco3)ccc2OC)cc1 | -4 | -5 | 3 | 11 | / | 3 | -6
COc1ccc(CC(=O)NNC(=S)Nc2ccccc2)cc1Cl | 14 | / | 5 | -2 | / | -1 | -3
CCC(NC(=O)CCl)c1ccc(C)cc1 (stereo not drawn) | / | / | 3 | 6 | / | -2 | -1
CCN(CC)C(=O)OCc1c(-c2cccc(OC)c2)ncc2ccccc12 | -13 | -1 | 9 | -1 | -0.1 | -1 | 36
CCOc1cc(C(=O)N/N=C/C2CC=CCC2)cc(OCC)c1OCC (stereo not drawn) | / | / | 1 | 3 | -1.4 | -4 | 19

As a short view, part of the list above:
SMILES | Statin myotox sup | PglD inh | ERp5 block | DENV2 CPE rescue | E-sel inducer | SIRT5 inh | S100A4 inh HTS
COc1ccc(NC(=O)Nc2ccc3c(c2)CC(=O)N([C@@H](C)CO)C[C@H](C)[C@@H](CN(C)Cc2ccc4c(c2)OCO4)O3)cc1 | 12 | 6 | 3 | 6 | 1.0 | 4 | 6
COc1ccc(NC(=O)N[C@@H]2CC[C@@H](CC(=O)NC3CCC3)O[C@@H]2CO)cc1 | 10 | 0 | 3 | -5 | -0.7 | 0 | 5
COc1ccc(C(CNC(=O)Nc2cccc(C)c2)N2CCN(C)CC2)cc1 (stereo not drawn) | 19 | 1 | 2 | 16 | / | -2 | 3
C[C@H]1CN([C@@H](C)CO)C(=O)Cc2cc(NS(=O)(=O)c3ccc(F)cc3)ccc2O[C@@H]1CN(C)Cc1ccc(Oc2ccccc2)cc1 | 6 | 2 | -8 | 0 | 1.3 | -4 | 13
C=C1C(=O)[C@]23C[C@H]1CC[C@H]2[C@]1(C)[C@@H](OC(C)=O)CC[C@@](C)(C(=O)O)[C@H]1C[C@@H]3OC(C)=O | 13 | 4 | 4 | 3 | -0.2 | -1 | 0
C[C@H]1CN([C@@H](C)CO)C(=O)c2ccccc2-c2ccccc2CO[C@@H]1CN(C)Cc1cccc(C(=O)O)c1 | -25 | 1 | -1 | -1 | -0.2 | 10 | -20
CCCOc1ccc(C(=O)N/N=C/c2c[nH]c3ccc(Br)cc23)cc1 | -8 | 4 | 2 | 13 | 0.9 | 0 | 0
N#C[C@@H]1[C@H](c2ccccc2-c2ccc(F)cc2)[C@H](CO)N1C(=O)NC1CCCCC1 | / | / | 1 | -11 | -0.1 | -1 | -2
O=C(O)CC1(CC(=O)Nc2ccc3ccccc3n2)CCCCC1 | 0 | 5 | 0 | -2 | / | 1 | -1
COc1ccc(OCC(=O)Nc2cc(NC(=O)c3ccco3)ccc2OC)cc1 | -4 | -5 | 3 | 11 | / | 3 | -6
COc1ccc(CC(=O)NNC(=S)Nc2ccccc2)cc1Cl | 14 | / | 5 | -2 | / | -1 | -3
